KLK7 zymogen act: proKLK7 zymogen activators, primary screen, biochemical, fluorescence intensity; activation, % at 7 µM; purified proKLK7, EDANS-DABCYL substrate fluorescence; 100% is mature enzyme control, 0% vehicle; hit rate 0.9% among 370,000; AID 652039, 2013;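 active = activation above the mean of all tested compounds plus 3 SD, computed per campaign excluding outliers beyond control limits, cut at about 13% in these data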
NPR1 activator: GC-A stimulated cGMP production enhancers – HEK293 GC-A cells, cGMP TR-FRET, EC30 ANP, primary screen; 0% at EC30 ANP, 100% saturating ANP; hit rate 0.14% among 370,000; activation, % at 10 µM; in the data active = activation above about 40%
ASAP1 GAP inh: inhibitors of human ASAP1 ArfGAP activity, primary screen, biochemical, fluorescence polarization; Arf-GAP with SH3 domain, ANK repeat and PH domain-containing protein 1 (Homo sapiens), …; ASAP1-stimulated ARF1 GTP hydrolysis, GDP FP detection; inhibition, % at 16.5 µM; hit rate 0.19% among 360,000; AID 624377, 2012; in the data active = inhibition above about 25%;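 note: 0% = vehicle with enzyme and substrate and 100% = no enzyme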
Target sequence (Q9ULH1 325-724 limits assumed): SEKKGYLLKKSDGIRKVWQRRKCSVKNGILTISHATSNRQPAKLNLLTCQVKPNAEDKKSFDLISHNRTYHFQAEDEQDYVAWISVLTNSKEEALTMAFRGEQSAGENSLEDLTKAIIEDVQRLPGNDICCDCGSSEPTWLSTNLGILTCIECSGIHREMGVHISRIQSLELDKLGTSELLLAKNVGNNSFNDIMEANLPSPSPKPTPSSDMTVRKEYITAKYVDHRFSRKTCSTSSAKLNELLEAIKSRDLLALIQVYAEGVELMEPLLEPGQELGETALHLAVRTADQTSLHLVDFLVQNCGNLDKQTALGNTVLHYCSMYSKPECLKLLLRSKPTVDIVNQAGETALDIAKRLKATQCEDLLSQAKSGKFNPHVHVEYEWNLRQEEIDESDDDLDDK
ADAM10 inh: human ADAM10 inhibitors, primary screen, biochemical, QFRET, HTS; hit rate 0.62% among 370,000; recombinant ADAM10, EDANS/DABCYL FRET peptide cleavage, 3 h; inhibition, % at 7 µM;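 active = inhibition above a per-campaign cutoff equal to the mean of compounds falling between control-based bounds plus 3 SD, cut at about 20% in these data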;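 note: 0% = DMSO wells while the 100% control is not disclosed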
rCAG binder: binders of r(CAG) RNA repeats, primary screen, biochemical, fluorescence; AID 651821, 2012; inhibition, % at 3 µM; hit rate 1.3% among 370,000; r(CAG) RNA repeat, TO-PRO-1 dye displacement fluorescence;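 active = inhibition above the plate cutoff, the mean of all test compounds on that plate plus 3 SD, cut at about 35% in these data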;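 note: 0% = DMSO alone and 100% = 100 µM mitoxantrone as full dye displacement; higher means more dye released from RNA so lower well fluorescence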
ARFGAP1 inh: inhibitors of rat ARFGAP1 GAP activity, primary screen, biochemical, fluorescence polarization, GDP tracer; ADP-ribosylation factor GTPase-activating protein 1 (Rattus norvegicus), Q62848; AID 651572, 2012; hit rate 0.26% among 360,000; inhibition, % at 16.5 µM; Arfgap1-stimulated ARF1 GTP hydrolysis, GDP FP detection;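 active = inhibition above a per-plate limit, mean inhibition of low control wells plus 3 SD, cut at about 25% in these data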;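 note: 0% = DMSO wells with enzyme and 100% = wells lacking Arfgap1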
Target sequence (Q62848 1-136 limits assumed): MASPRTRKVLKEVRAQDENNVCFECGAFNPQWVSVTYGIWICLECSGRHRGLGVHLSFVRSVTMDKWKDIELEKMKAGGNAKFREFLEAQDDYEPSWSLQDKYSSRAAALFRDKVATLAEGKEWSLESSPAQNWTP
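Material: truncated rat Arfgap1 GAP domain; Incubation: compound-enzyme preincubation 20 min, reaction 120 min, detection 60 min, 25 °C; Read-out: percent inhibition of Arfgap1-stimulated GTP hydrolysis; Technique: FP, GDP Alexa 633 tracer displaced from anti-GDP antibody, 620/688 nm; Controls: No-Arfgap1 wells (100%) versus DMSO full-reaction wells (0%); Replication: single well per compound.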
NPR2 activator: human GC-B receptor activators, primary screen, HEK293 GC-B cells, cGMP TR-FRET, EC30 CNP; Atrial natriuretic peptide receptor 2 (Homo sapiens), P20594; 0% at EC30 CNP, 100% saturating CNP; hit rate 0.11% among 370,000; activation, % at 10 µM;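 active = activation at 10 µM reaching about 35% in either raw or pattern-adjusted values, limit read from the data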
HGIII-sPLA2 inh: human group III sPLA2 inhibitors, primary screen, biochemical, QFRET, BODIPY PC-A2 liposome substrate; Group 3 secretory phospholipase A2 (Homo sapiens), Q9NZ20; QFRET BODIPY PC-A2 liposome hydrolysis, fluorescence; inhibition, % at 12.2 µM; hit rate 0.56% among 370,000; AID 743126, 2013;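 active = inhibition above mean plus 3 SD of compounds lying within the high and low control bounds, cut at about 19% in these data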;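 note: 0% = median of test compound wells and 100% = no enzyme DMSO wells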
Tn6 DDE FP: inhibitors of Tn6 peptide binding to fibrin DD(E), primary screen, biochemical, fluorescence polarization, human fibrin, Tn6 probe; Fibrinogen beta chain (Homo sapiens), P02675; Fibrin DD(E) TRITC-Tn6 fluorescence polarization displacement; inhibition, % at 8.3 µM; hit rate 0.21% among 370,000;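 active = inhibition above a per-campaign cutoff: mean of compounds within control limits plus 3 SD, cut at about 15% in these data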;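 note: 0% = median of all compound wells on the plate and 100% = blocking peptide control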
Target sequence (P02675 whole entry, looked up): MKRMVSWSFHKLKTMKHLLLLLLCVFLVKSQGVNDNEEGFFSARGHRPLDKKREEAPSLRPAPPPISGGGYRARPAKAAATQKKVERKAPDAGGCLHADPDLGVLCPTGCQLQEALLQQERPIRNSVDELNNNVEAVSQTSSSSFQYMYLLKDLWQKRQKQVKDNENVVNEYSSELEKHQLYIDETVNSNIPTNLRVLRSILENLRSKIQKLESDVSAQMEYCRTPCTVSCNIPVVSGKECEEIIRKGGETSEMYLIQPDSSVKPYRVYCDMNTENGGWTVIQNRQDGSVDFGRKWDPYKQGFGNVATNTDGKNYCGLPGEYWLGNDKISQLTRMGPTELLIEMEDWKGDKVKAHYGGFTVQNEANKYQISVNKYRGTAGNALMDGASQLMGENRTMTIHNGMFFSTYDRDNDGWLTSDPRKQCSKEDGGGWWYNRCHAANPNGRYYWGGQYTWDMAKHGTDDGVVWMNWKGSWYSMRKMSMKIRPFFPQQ
GAA850 FXN act: FXN promoter activators, primary screen, cell-based, luciferase luminescence, HEK293 lucGAA850. HEK293 lucGAA850 FXN promoter luciferase reporter, 24 h; percent of 10 µM SAHA response. activation, % at 6 µM. hit rate 0.56% among 360,000;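 active = activation above the average of all compounds screened plus 3 SD, cutoff fixed separately per campaign, cut at about 7.5% in these data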;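 note: 0% = DMSO wells and 100% = 10 µM SAHA wells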
Active calls of the source: *. An unsorted share of the library. Share with any hit: about 4.5%.

Start of the listing, in advance:
COc1ccc(C2CC3(O)NC(=O)C(C#N)(C3C)C2(C#N)C#N)cc1 (stereo not given) was read as KLK7 zymogen act -0.3, NPR1 activator -1, ASAP1 GAP inh 5, ADAM10 inh -5, rCAG binder -1, ARFGAP1 inh -7, NPR2 activator 3, HGIII-sPLA2 inh 4, Tn6 DDE FP 1 and GAA850 FXN act 1.4.
CC12CCC(C(=O)NCc3ccc4c(c3)OCO4)(OC1=O)C2(C)C (stereo not given) was read as KLK7 zymogen act 0.4, NPR1 activator 1, ASAP1 GAP inh -5, ADAM10 inh -2, rCAG binder -8, ARFGAP1 inh -7, NPR2 activator 3, HGIII-sPLA2 inh 2, Tn6 DDE FP 10 and GAA850 FXN act 2.3.
Screening CS(=O)(=O)N(CC(=O)N1CCCCC1)c1cccc(F)c1 returned KLK7 zymogen act -0.1, NPR1 activator 6, ASAP1 GAP inh 6, ADAM10 inh 4, rCAG binder 0, ARFGAP1 inh -1, NPR2 activator 8, HGIII-sPLA2 inh 0, Tn6 DDE FP -1 and GAA850 FXN act -0.6.

The list itself (from the top)
COc1ccc(C2CC3(O)NC(=O)C(C#N)(C3C)C2(C#N)C#N)cc1 (stereo not given) was read as KLK7 zymogen act -0.3, NPR1 activator -1, ASAP1 GAP inh 5, ADAM10 inh -5, rCAG binder -1, ARFGAP1 inh -7, NPR2 activator 3, HGIII-sPLA2 inh 4, Tn6 DDE FP 1 and GAA850 FXN act 1.4.
CC12CCC(C(=O)NCc3ccc4c(c3)OCO4)(OC1=O)C2(C)C (stereo not given) was read as KLK7 zymogen act 0.4, NPR1 activator 1, ASAP1 GAP inh -5, ADAM10 inh -2, rCAG binder -8, ARFGAP1 inh -7, NPR2 activator 3, HGIII-sPLA2 inh 2, Tn6 DDE FP 10 and GAA850 FXN act 2.3.
Screening CS(=O)(=O)N(CC(=O)N1CCCCC1)c1cccc(F)c1 returned KLK7 zymogen act -0.1, NPR1 activator 6, ASAP1 GAP inh 6, ADAM10 inh 4, rCAG binder 0, ARFGAP1 inh -1, NPR2 activator 8, HGIII-sPLA2 inh 0, Tn6 DDE FP -1 and GAA850 FXN act -0.6.
For COc1cccc(NC(=S)N2CCCN(Cc3ccc(F)cc3)C2)c1 the results were KLK7 zymogen act 0.2, NPR1 activator -6, ASAP1 GAP inh -6, ADAM10 inh -4, rCAG binder 7, ARFGAP1 inh 0, NPR2 activator -3, HGIII-sPLA2 inh 1, Tn6 DDE FP 0 and GAA850 FXN act 0.2.
For CN(C)CCCNC(=O)c1cc(C(=O)Cc2ccccc2)c[nH]1 the results were KLK7 zymogen act -0.5, NPR1 activator 6, ASAP1 GAP inh -4, ADAM10 inh 3, rCAG binder -2, ARFGAP1 inh 15, NPR2 activator 5, HGIII-sPLA2 inh -7, Tn6 DDE FP -9 and GAA850 FXN act 1.0.
For Cc1nn(C)c(C)c1CCC(=O)N1CCCC(C(=O)c2cccc(OC(C)C)c2)C1 (stereo not given) the results were KLK7 zymogen act 0.5, NPR1 activator 3, ASAP1 GAP inh -11, ADAM10 inh -6, rCAG binder -8, ARFGAP1 inh -15, NPR2 activator 1, HGIII-sPLA2 inh 0, Tn6 DDE FP 2 and GAA850 FXN act 1.6.
`CC1CCCCC1NCC(=O)Nc1ccccc1C(=O)Nc1ccccc1` (stereo not given) gave KLK7 zymogen act -0.3, NPR1 activator -6, ASAP1 GAP inh -1, ADAM10 inh -8, rCAG binder 0, ARFGAP1 inh 0, NPR2 activator -2, HGIII-sPLA2 inh -5, Tn6 DDE FP -2 and GAA850 FXN act 2.4.
`Cc1ccc(-c2csc3ncn(CC#N)c(=O)c23)cc1C` gave KLK7 zymogen act 0.6, NPR1 activator 0, ASAP1 GAP inh 4, ADAM10 inh 15, rCAG binder 18, ARFGAP1 inh 6, NPR2 activator -4, HGIII-sPLA2 inh -11, Tn6 DDE FP 3 and GAA850 FXN act 1.3.
`CC(=O)Nc1cccc(C(=O)N(Cc2ccccc2)Cc2ccccc2)c1` gave KLK7 zymogen act 0.6, NPR1 activator -4, ASAP1 GAP inh -4, ADAM10 inh 6, rCAG binder -7, ARFGAP1 inh -8, NPR2 activator -10, HGIII-sPLA2 inh -7, Tn6 DDE FP 3 and GAA850 FXN act 0.2.
For O=S(=O)(Nc1cc(F)ccc1F)c1cccc2nonc12 the results were KLK7 zymogen act -0.1, NPR1 activator 1, ASAP1 GAP inh -16, ADAM10 inh -3, rCAG binder 4, ARFGAP1 inh -5, NPR2 activator -3, HGIII-sPLA2 inh -5, Tn6 DDE FP 1 and GAA850 FXN act -1.1.
Screening Cc1nn(Cc2cccc(C(=O)Nc3ccn(Cc4c(F)c(F)cc(F)c4F)n3)c2)c(C)c1[N+](=O)[O-] returned KLK7 zymogen act 0.4, NPR1 activator 2, ASAP1 GAP inh 11, ADAM10 inh 8, rCAG binder 6, ARFGAP1 inh 13, NPR2 activator -7, HGIII-sPLA2 inh -12, Tn6 DDE FP -11 and GAA850 FXN act 0.4.
`COc1cc(OC)c(C(=O)OCC(=O)N2CCN(S(=O)(=O)c3ccc(C)cc3C)CC2)cc1OC` gave KLK7 zymogen act 0.3, NPR1 activator -4, ASAP1 GAP inh -2, ADAM10 inh -1, rCAG binder 2, ARFGAP1 inh -15, NPR2 activator -2, HGIII-sPLA2 inh -3, Tn6 DDE FP 3 and GAA850 FXN act 0.6.
`N#CC1=C(Nc2ccc(Br)cc2)CCC1` gave KLK7 zymogen act -0.2, NPR1 activator 1, ASAP1 GAP inh -4, ADAM10 inh 1, rCAG binder 6, ARFGAP1 inh 4, NPR2 activator 3, HGIII-sPLA2 inh -1, Tn6 DDE FP -2 and GAA850 FXN act -0.1.
Screening CC(C)(ONC(=O)Nc1ccccc1Cl)C(=O)O returned KLK7 zymogen act -0.7, NPR1 activator -4, ASAP1 GAP inh 8, ADAM10 inh -3, rCAG binder 0, ARFGAP1 inh 2, NPR2 activator 2, HGIII-sPLA2 inh 0, Tn6 DDE FP 2 and GAA850 FXN act 0.2.
For Cc1ccc2oc(=O)n(CCCOc3ccccc3C)c2c1 the results were KLK7 zymogen act -0.1, NPR1 activator -8, ASAP1 GAP inh -9, ADAM10 inh -3, rCAG binder -4, ARFGAP1 inh -12, NPR2 activator 7, HGIII-sPLA2 inh 0, Tn6 DDE FP -2 and GAA850 FXN act 2.9.
For CC(C)OC(=O)CC(=O)CSc1nc2c(cc1C#N)CCCC2 the results were KLK7 zymogen act 20*, NPR1 activator 6, ASAP1 GAP inh 11, ADAM10 inh -103, rCAG binder 6, ARFGAP1 inh -1, NPR2 activator 5, HGIII-sPLA2 inh 4, Tn6 DDE FP 7 and GAA850 FXN act 4.6.
Screening CCCn1c(SCC(=O)Nc2cc(Cl)ccc2Cl)n[nH]c1=O returned KLK7 zymogen act -0.4, NPR1 activator -2, ASAP1 GAP inh -5, ADAM10 inh -8, rCAG binder 1, ARFGAP1 inh 3, NPR2 activator 0, HGIII-sPLA2 inh 2, Tn6 DDE FP -11 and GAA850 FXN act -0.1.
O=C(Nc1c2c(nn1-c1ccccc1)CS(=O)(=O)C2)c1ccco1 was read as KLK7 zymogen act -0.4, NPR1 activator 2, ASAP1 GAP inh 3, ADAM10 inh -5, rCAG binder -1, ARFGAP1 inh 5, NPR2 activator -4, HGIII-sPLA2 inh 7, Tn6 DDE FP 2 and GAA850 FXN act -0.2.
CN=C(Nc1ccc(C(=O)OC)s1)c1ccc(Cl)cc1 was read as KLK7 zymogen act 0.2, NPR1 activator -2, ASAP1 GAP inh -5, ADAM10 inh 9, rCAG binder -5, ARFGAP1 inh -9, NPR2 activator -7, HGIII-sPLA2 inh 7, Tn6 DDE FP -6 and GAA850 FXN act -1.4.
Screening CC(C)N(C)c1ncnc2c1ncn2[C@H]1CN(Cc2ccc(Cl)cc2)C[C@@H](CO)O1 returned KLK7 zymogen act 0.1, NPR1 activator -3, ASAP1 GAP inh 10, ADAM10 inh -1, rCAG binder 0, ARFGAP1 inh 0, NPR2 activator -4, HGIII-sPLA2 inh -11, Tn6 DDE FP 1 and GAA850 FXN act 0.9.
CCCCC(CC)CNC(=O)CN(C)S(=O)(=O)c1cccc2nsnc12 (stereo not given) was read as KLK7 zymogen act 1.4, NPR1 activator 1, ASAP1 GAP inh -20, ADAM10 inh 2, rCAG binder -6, ARFGAP1 inh -14, NPR2 activator 0, HGIII-sPLA2 inh -6, Tn6 DDE FP 1 and GAA850 FXN act -3.2.
CCCNc1nc(N2CCCC2)nc(N2CCCC2)n1 was read as KLK7 zymogen act -0.2, NPR1 activator 5, ASAP1 GAP inh -4, ADAM10 inh -7, rCAG binder -8, ARFGAP1 inh -8, NPR2 activator -1, HGIII-sPLA2 inh 1, Tn6 DDE FP -1 and GAA850 FXN act 1.2.
For Cc1ccnc(NC(=O)c2cc(S(=O)(=O)N3CCCCC3)ccc2Cl)c1 the results were KLK7 zymogen act 4.3, NPR1 activator 5, ASAP1 GAP inh 0, ADAM10 inh inactive, rCAG binder -3, ARFGAP1 inh 9, NPR2 activator -1, HGIII-sPLA2 inh 8, Tn6 DDE FP 3 and GAA850 FXN act 0.4.
For COc1ccc(C2=NOC3(CC(=O)N(c4ccc(Cl)cc4)C3=O)C2)c(OC)c1 (stereo not given) the results were KLK7 zymogen act -0.6, NPR1 activator -1, ASAP1 GAP inh 0, ADAM10 inh 0, rCAG binder 5, ARFGAP1 inh -4, NPR2 activator 2, HGIII-sPLA2 inh 0, Tn6 DDE FP 3 and GAA850 FXN act 0.1.
O=C(Nc1ccccc1C(=O)N1CCOCC1)C1COc2ccccc2O1 (stereo not given) was read as KLK7 zymogen act -0.3, NPR1 activator -2, ASAP1 GAP inh 6, ADAM10 inh 1, rCAG binder -3, ARFGAP1 inh -4, NPR2 activator 2, HGIII-sPLA2 inh 3, Tn6 DDE FP 6 and GAA850 FXN act 0.6.
`COCCN(C(=O)C(C)N1C(=O)c2ccccc2C1=O)c1c(N)n(CC(C)C)c(=O)[nH]c1=O` (stereo not given) gave KLK7 zymogen act 0.2, NPR1 activator 2, ASAP1 GAP inh -5, ADAM10 inh 2, rCAG binder -2, ARFGAP1 inh -2, NPR2 activator -1, HGIII-sPLA2 inh 6, Tn6 DDE FP 6 and GAA850 FXN act -1.1.

Screening results from PubChem BioAssay.
